# Screens (PubChem BioAssay)
# PKA-R2B activ: activates the human PKA-R2B holoenzyme complex | P22694+P31323 | PKA-R2B holoenzyme dissociation, Cy5-IP20 fluorescence polarization; R2B truncated from residue 108, S112A mutant; 0% DMSO only, 100% 113 µM cGMP | activation, % at 11.4 µM | actives 0.079% (n = 340,000) | AID 504700;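 active = activation above a cutoff set at the mean over all compounds plus 3 SD, cut at about 18% in these data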;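 note: higher means more holoenzyme dissociation and a rise in polarization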
# Cardiac RTF inh: cardiac RTF calcium desensitization; P19429+P45379; IANBD-labeled cardiac RTF, Ca2+ fluorescence; inhibition, % at 7.15 µM; actives 0.12% (n = 340,000); AID 493244;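 active = inhibition above the mean inhibition of all tested compounds plus 3 SD, cut at about 17% in these data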;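 note: assay run at fixed EC70 calcium of 1.6 mM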
# RTF Ca sens act: increases calcium sensitivity of human cardiac regulated thin filaments. activation, % at 7.2 µM. IANBD-labeled TnC RTF fluorescence at EC20 calcium; 0% EC20 calcium, 100% full calcium. AID 493008. P19429+P45379. actives 0.24% (n = 340,000);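 active = activation above the mean over all tested compounds plus 3 SD, cut at about 30% in these data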;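 note: rise in fluorescence read as greater calcium sensitivity of cardiac thin filaments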
# Rtt109 HAT inh: blocks Candida albicans Rtt109/Vps75 acetyltransferase activity | Q5AAJ8 | purified Rtt109/Vps75, ThioGlo CoA-SH fluorescence, 4 h | inhibition, % at 34.9 µM | actives 0.16% (n = 330,000) | AID 540336;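 active = inhibition of at least 50% in every replicate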
# Target sequence (Q5AAJ8 whole entry, looked up): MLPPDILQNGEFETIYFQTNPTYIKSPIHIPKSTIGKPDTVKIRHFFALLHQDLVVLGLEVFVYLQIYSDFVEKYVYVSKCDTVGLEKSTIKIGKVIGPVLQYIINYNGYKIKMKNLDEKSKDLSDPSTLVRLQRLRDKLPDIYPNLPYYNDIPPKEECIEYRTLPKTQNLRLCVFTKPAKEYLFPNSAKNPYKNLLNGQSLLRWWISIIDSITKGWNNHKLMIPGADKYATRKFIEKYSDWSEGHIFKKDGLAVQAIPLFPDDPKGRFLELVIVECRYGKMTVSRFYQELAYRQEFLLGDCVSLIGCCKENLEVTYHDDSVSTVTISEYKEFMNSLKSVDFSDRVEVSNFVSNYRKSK
# DAGLB inh: blocks human DAGLB lipase activity | Q8NCG7 | inhibition, % at 5.17 µM | HEK293T DAGLB membrane lysate, EnzChek fluorogenic substrate | actives 0.059% (n = 340,000) | AID 504411; in the data active = inhibition above about 34%;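 note: 0% = enzyme with vehicle and 100% = wells lacking enzyme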
# Target sequence (Q8NCG7 whole entry, looked up): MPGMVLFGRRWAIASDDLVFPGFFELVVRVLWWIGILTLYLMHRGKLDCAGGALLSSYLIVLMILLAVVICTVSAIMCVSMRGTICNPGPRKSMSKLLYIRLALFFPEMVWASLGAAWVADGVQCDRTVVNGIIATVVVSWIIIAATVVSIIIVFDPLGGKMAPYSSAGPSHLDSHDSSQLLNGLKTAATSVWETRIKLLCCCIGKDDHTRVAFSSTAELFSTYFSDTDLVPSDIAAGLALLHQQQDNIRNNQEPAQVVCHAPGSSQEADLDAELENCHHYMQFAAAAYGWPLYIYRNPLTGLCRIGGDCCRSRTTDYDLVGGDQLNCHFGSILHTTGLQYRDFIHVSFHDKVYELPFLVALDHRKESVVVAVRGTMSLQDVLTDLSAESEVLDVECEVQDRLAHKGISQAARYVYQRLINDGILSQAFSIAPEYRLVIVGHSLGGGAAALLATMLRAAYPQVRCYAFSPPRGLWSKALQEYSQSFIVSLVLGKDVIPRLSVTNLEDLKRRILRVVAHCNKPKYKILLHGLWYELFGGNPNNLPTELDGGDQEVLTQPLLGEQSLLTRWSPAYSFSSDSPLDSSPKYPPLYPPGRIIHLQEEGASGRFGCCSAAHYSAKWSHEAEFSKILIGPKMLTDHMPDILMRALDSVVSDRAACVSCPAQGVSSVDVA
# CAL PDZ FP-1: blocks peptide binding to human CAL PDZ domain. Q9HD26. purified CAL PDZ, TMR-peptide fluorescence polarization, 1 h. inhibition, % at 20 µM. actives 0.02% (n = 330,000). AID 504414;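 active = highest replicate inhibition of at least 40%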;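 note: plate controls were DMSO neutral control wells for no effect and unlabeled competitor peptide control wells for full effect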
#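 Test system: tagged CAL PDZ domain / Buffer or medium: sodium phosphate/NaCl buffer pH 7.4 with TCEP, IgG, Thesit / Reagent: TMR-labelled reporter peptide T*-PRC34 bound in PDZ groove / Compound dosing: single point, 20 µM / Schedule: 1 h incubation at room temperature before polarization reading / Technique: fluorescence polarization (mP) / Benchmarks: unlabelled peptide, DMSO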
# Keap1-Nrf2 PPI: disrupts human Keap1 binding to Nrf2 peptide. inhibition, % at 9.4 µM. Q14145. Keap1 Kelch-Nrf2 peptide fluorescence polarization, 1536-well. actives 0.15% (n = 340,000); in the data active = inhibition above about 12%;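 note: human Keap1 Kelch domain with fluorescein labeled Nrf2 9mer peptide probe; 0% = neutral control wells and 100% = peptide positive control; higher means more block of Keap1 binding to Nrf2 peptide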
# SR-BI uptake up: enhances SR-BI lipid uptake from DiI-HDL; AID 504775; CHO ldlA[mSR-BI] cells, DiI-HDL uptake fluorescence, 3 h; 100 = double the neutral-control signal; actives 0.096% (n = 320,000); activation, % at 12.5 µM;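 active = mean replicate activation of at least 60% and every replicate at or above 60%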;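 note: 0% = median plate neutral-control signal and 100% = twice that signal; values of inactives mirror those of a sister screen read the other way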
#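 Assay system: LDL receptor-deficient CHO ldlA cells overexpressing murine SR-BI / Medium: BSA-supplemented, HEPES-buffered Ham's F12, pH 7.4 / Probe or stimulus: DiI-labelled HDL at 10 µg/mL final / Timing: compound with DiI-HDL co-incubation, 3 h at 37 °C / Technique: bottom-read cell fluorescence after medium removal, ex 550/em 595 nm / Measure: HDL uptake via cellular fluorescence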
# CAL PDZ FP-2: inhibitors of human CAL PDZ peptide binding | Q9HD26 | purified CAL PDZ, TMR-peptide fluorescence polarization, 1 h | inhibition, % at 24.9 µM | actives 0.92% (n = 300,000) | AID 602252;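 active = mean inhibition of at least 30% with at least half of replicates also reaching 30%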;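 note: 0% = DMSO neutral control and 100% = excess unlabeled competitor peptide PRC23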
# LANA DNA inh: KSHV C-LANA DNA binding inhibition | MBP-C-LANA/FAM-LBS DNA binding, fluorescence polarization | inhibition, % at 9 µM | actives 0.078% (n = 340,000);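 active = highest replicate inhibition at or above 60% at 9 µM, even if other replicates fall short; inactive = all replicates below 60% inhibition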;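 note: 0% = neutral control wells and 100% = 4 µM acridine orange control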
# The depositor's hits bear a star; / = no result given.
SMILES,PKA-R2B activ,Cardiac RTF inh,RTF Ca sens act,Rtt109 HAT inh,DAGLB inh,CAL PDZ FP-1,Keap1-Nrf2 PPI,SR-BI uptake up,CAL PDZ FP-2,LANA DNA inh
CCn1c(C)c(C(C)=O)c(N2CCN(C(=O)c3ccco3)CC2)nc1=S,12,-8,1,-20,0,-2.2,-2,38,-8,0.5
O=c1ccnc2n1COCS2,3,-7,0,-7,1,0.5,-1,11,-1,1.2
Cc1cc(C(=O)OCC(=O)Nc2cc(S(=O)(=O)N3CCOCC3)ccc2Cl)c(C)o1,-1,-18,-9,16,-1,-1.9,-2,9,-6,-0.5
C[C@@H](O)C(C(=O)N1CCNCC1)n1cc([C@@H](N)CCCCN)nn1 (stereo not given in full),-1,-10,0,5,0,0.6,-1,0,-7,-0.2
CC(=O)Nc1ccc(NC(=O)C(C)OC(=O)[C@@H]2CCCN2C(=O)c2cccs2)cc1 (stereo not given in full),5,1,-5,5,1,0.2,-3,8,9,-0.2
CCOc1ccc(CCN2C(=S)N([C@@H](Cc3ccc(O)cc3)CN3CCCC3CN3C(=S)NC[C@@H]3Cc3ccc(O)cc3)C[C@@H]2CC(C)C)cc1 (stereo not given in full),-4,-13,5,-8,1,-0.2,4,31,-3,2.4
Cc1cccc(C)c1NC(=O)CCCSc1nc2ccccc2s1,-12,-3,15,-2,-9,1.6,-5,-7,-2,-3.1
CCc1ccc2ncc(S(=O)(=O)c3ccc(C)c(C)c3)c(N3CCCC3)c2c1,-1,-5,4,3,-8,-2.1,-7,-11,-4,0.4
Cc1ccccc1NC1C=CS(=O)(=O)C1 (stereo not given),1,5,3,4,-2,0.0,-6,9,-1,-1.2
N#C/C(=C\c1cn(-c2ccccc2)nc1-c1cccnc1)c1nnc2n1CCCCC2,-10,-9,-5,0,0,-0.5,-5,-13,-2,3.0
O=C(O)CNC(=O)C(CS)Cc1ccccc1 (stereo not given),12,6,4,8,2,0.0,-1,1,-5,-0.3
O=S(=O)(Cc1ccccc1Cl)NCCc1ccc(F)cc1,-2,-9,-2,-15,-3,0.1,6,-13,-7,0.3
COc1ccccc1C(=O)Nc1ccnn1C1CCN(CCCC2CCCC2)CC1,0,-3,0,-2,5,-2.3,-1,2,-2,-1.2
COc1ccccc1N1CCN(c2nc(C)nc3c2oc2ccccc23)CC1,-3,-5,2,10,-9,0.0,-1,-19,/,1.0
O=C(NCCN1CCc2ccccc2C1)C1CCN(S(=O)(=O)N2CCC3(CC2)OCCO3)CC1,1,-3,1,-11,3,-1.3,0,-5,-6,-0.2
CN(C)CCCNc1ncnc2sc(-c3ccccc3)cc12,-6,-8,-2,16,0,-7.5,-5,/,-8,-3.9
CCNC(=S)N(Cc1ccc2c(c1)OCO2)C1CC(=O)N(c2ccc(OC)cc2)C1=O (stereo not given),-12,-6,0,-2,-5,0.2,4,15,0,-0.3
Cc1cc(C)n(CC(O)Cn2ccc3ccccc32)n1 (stereo not given),-8,-13,-1,-10,1,0.4,-2,7,1,1.7
O=S(=O)(NCc1ccccc1)c1cccc2nsnc12,-5,-2,5,-11,3,-1.0,-7,9,-8,-2.1
c1cncc(CNc2ncnc3ccc(-c4ccc5c(c4)OCCO5)cc23)c1,-1,-12,6,6,0,-3.6,-1,12,-7,0.7
COc1cc(C(=O)C(O)c2ccc(O)c(OC)c2)ccc1O (stereo not given),-6,5,6,2,1,-0.9,1,-4,6,3.0
CSc1cccc(NC(=S)N(Cc2ccccc2)Cc2ccccn2)c1,10,-14,6,3,-4,-0.7,-4,-25,2,-0.3
COCCN1CCCC(CNCc2cn(C)nc2-c2ccc(Oc3ccccc3)cc2)C1 (stereo not given),-10,-5,2,10,1,-0.3,-3,16,/,0.1
Cc1cc2nc(CCN(C(=S)NCC(C)C)C3CCCC3)[nH]c2cc1C,12,-8,6,4,-11,-3.3,-4,-9,-5,0.5
Cc1cc(C)c(S(=O)(=O)N(C)CC(=O)NCCN2CCOCC2)c(C)c1,-13,-5,-5,-6,-1,-0.5,4,22,31*,-1.0
Cc1[nH]c2ccccc2c1C(c1ccccn1)N1CCC(C)CC1 (stereo not given),-7,-2,-6,24,2,-0.9,-2,22,-2,-1.6
COc1cccc(N/C(SCc2ccccc2F)=C(/C#N)C(=O)NCc2cccs2)c1,10,3,-1,1,-5,-3.7,-2,-3,-2,-1.5
Cc1cccc(N2CCN(CC(=O)N(C3CCCC3)C3CCS(=O)(=O)C3)CC2)c1C (stereo not given),-9,3,-6,6,-8,-1.3,-2,0,-12,0.3
O=C(CNC(=O)Cc1cccc2ccccc12)NCc1ccc(F)cc1,-11,0,-7,2,-3,-1.2,-1,17,-4,-1.8
COc1ccccc1N1CCN(CC(=O)Nc2cccc(F)c2)CC1,-8,-5,0,7,-8,-0.1,-3,-17,-3,3.4
CCn1c(Cc2ccccc2)nnc1SCC(=O)Nc1ccc2c(c1)OCCO2,4,-11,1,5,1,-2.5,-6,5,/,1.9
Cc1cc(C)cc(N2Cc3ccccc3C2)c1,7,-4,5,5,0,0.7,-1,27,-1,1.8
CC(C)C(=O)NNc1nc2ccccc2s1,-15,-6,-4,/,-6,-2.7,-2,-18,-3,-0.9
Cn1c2c(c(=O)n(C)c1=O)C(c1ccccc1Cl)CC(=O)N2 (stereo not given),-10,-2,-6,-12,-4,-1.1,-1,/,/,0.7
CN1C(=O)CSc2ccc(NC(=O)N3CCC(N4CCCCC4)CC3)cc21,0,-4,1,6,-2,-2.1,0,4,-1,1.5
O=C(C1CCCN(S(=O)(=O)c2cccc3nsnc23)C1)N1CCc2ccccc21 (stereo not given),-2,-4,1,-10,-3,-2.0,-4,-37,-2,-1.5
COc1ccc(-c2cc(-c3ccccc3)c(C#N)c(=S)[nH]2)cc1,-1,1,0,2,-4,-2.2,0,/,-3,0.4
CN1CCCN(S(=O)(=O)c2ccc3c(c2)OCCO3)CC1,-5,-12,-1,7,3,-0.9,-3,7,-1,0.7
CN1CCN(C(=O)c2cnn3c(C(F)F)cc(C4CC4)nc23)CC1,-5,1,-3,-28,0,-0.1,5,-3,-3,-0.9
Brc1ccc(C2=Nc3ccccc3C(c3ccncc3)=NN2)cc1,-5,-9,0,4,1,-2.0,-2,-44,2,0.6

# An excerpt from above in order of the PKA-R2B activ value, largest number first:
Compound	PKA-R2B activ	RTF Ca sens act	Rtt109 HAT inh	DAGLB inh	CAL PDZ FP-1	Keap1-Nrf2 PPI	SR-BI uptake up	CAL PDZ FP-2	LANA DNA inh
CCn1c(Cc2ccccc2)nnc1SCC(=O)Nc1ccc2c(c1)OCCO2	4	1	5	1	-2.5	-6	5	/	1.9
COc1ccccc1C(=O)Nc1ccnn1C1CCN(CCCC2CCCC2)CC1	0	0	-2	5	-2.3	-1	2	-2	-1.2
O=S(=O)(NCc1ccccc1)c1cccc2nsnc12	-5	5	-11	3	-1.0	-7	9	-8	-2.1

# The list goes on.
SMILES,PKA-R2B activ,Cardiac RTF inh,RTF Ca sens act,Rtt109 HAT inh,DAGLB inh,CAL PDZ FP-1,Keap1-Nrf2 PPI,SR-BI uptake up,CAL PDZ FP-2,LANA DNA inh
COc1ccc(S(=O)(=O)N(C)c2c(C)n(C)n(-c3ccccc3)c2=O)cc1OC,-1,-3,7,-7,0,0.8,-1,21,-1,0.8
CC[C@]12c3[nH]c4ccc(OC)cc4c3CCN1C(=O)C(CC(=O)NCc1ccco1)C[C@@H]2C(=O)N1CCN(C(=O)c2ccco2)CC1 (stereo not given in full),-7,-3,-4,-10,0,-1.3,2,-14,-3,1.6
O=C(COC(=O)c1ccco1)NCc1ccccc1Cl,14,-8,1,-8,0,-0.4,-2,10,8,-0.2
Oc1cccc(/C=N/N2CCCCC2)c1O,1,1,-7,5,1,-1.0,-3,9,-5,-1.4
CCOc1ccc(C(C(=O)NCC2CCCO2)N(Cc2cccnc2)C(=O)c2snc(C(N)=O)c2N)cc1 (stereo not given),0,-16,-8,-11,2,-2.4,5,0,-6,-0.4
O=C(Nc1cccnc1)/C(N=Nc1c(Cl)cccc1Cl)=C(\O)c1ccccc1,3,-3,4,-1,-3,-2.9,-1,-38,-1,0.4
COc1ccc(CC(=O)OCC(=O)c2ccc(OC)cc2)cc1,5,-4,3,-16,-2,-0.7,0,12,0,-1.2
COc1ccc(OC)c(NC(=O)CSc2nnc(Cn3nnc4ccccc43)n2C)c1,-7,3,-5,1,-1,-1.6,-7,/,-3,4.3
Cc1cccc(N2CCN(CC(=O)Nc3ccc(S(=O)(=O)N4CCOCC4)cc3)CC2)c1C,1,3,7,5,-2,-3.4,-7,-66,-3,0.1
CCN(C[C@H]1N[C@@](CC)(C(=O)OC)[C@H]2C(=O)N(C)C(=O)[C@@H]12)C(=O)NC(C)C,-3,-3,9,6,-1,-0.2,3,-1,0,0.4
C/C(N)=C(/C#N)C(=O)COC(=O)c1cc2c(s1)CCCC2,2,-5,0,-5,-3,-1.0,-1,-24,/,0.5
Cc1ccc(-c2cc(C(=O)NCc3ccc4c(c3)OCO4)[nH]n2)c(O)c1C,0,-7,0,-2,2,-1.0,-7,6,-4,-0.1
Cc1ccc(O)c(-c2cc3ccccc3[nH]2)c1,-8,13,-3,-3,2,0.1,3,-25,-1,-1.7
COc1ccc(NC(=O)CSc2nc3c(c(=O)[nH]2)CCC3)cc1OC,5,-3,-2,-10,2,-0.1,0,56,1,0.5
CCOC(=O)c1ccc(NC(=O)/C=C/c2cccs2)cc1,2,-6,1,-1,-5,-3.1,-1,-33,-8,0.1
Cc1ccc(NC(=O)CO/N=C/c2ccccc2C)c(C)c1,-2,-2,-3,-1,-9,-3.0,2,11,-2,-1.0
C/C(=N/OC(=O)c1ccc(C)cc1)c1cccs1,-8,7,-4,-1,-11,-1.5,0,-3,-2,0.3
CC(C)Oc1ccc(CNC(=O)CCC(=O)N2CCSc3ccccc32)cc1,-2,-6,1,-1,0,0.4,2,4,/,0.6
O=C(CNS(=O)(=O)c1cccc(Cl)c1)Nc1ccc(-c2nc3ccccc3s2)cc1,0,3,4,-2,-1,-2.5,0,-29,0,-0.4
CCCCc1nnc(NC(=O)CSc2nc(O)c(-c3ccccc3)c(=O)[nH]2)s1,13,8,-1,-9,-2,-0.7,-3,13,-3,-0.6
CN(C(=O)CSc1nnc2ccccn12)C1CCS(=O)(=O)C1 (stereo not given),-3,-4,-2,4,2,-0.1,2,9,-1,-3.2
Cc1nc2cc(Cl)ccc2n1CCO,-8,-7,0,3,1,-0.7,-1,10,/,0.3
CC1=C(n2nnc3ccccc32)C(c2ccccc2)C(C#N)=C(N)O1 (stereo not given),0,-10,-5,-4,1,-2.6,1,12,-6,2.6
COc1cc(CNC2CCCCCCC2)cc(Cl)c1OC,6,-7,7,0,-5,-3.2,-7,11,3,1.8
